Bioassay records from PubChem.
P. falciparum M1AAP – P. falciparum M1AAP inhibitors, biochemical, fluorogenic H-Leu-NHMec substrate, 1536-well (AID 1445); recombinant M1AAP, H-Leu-NHMec fluorogenic kinetic assay; higher % means a stronger effect; one-dose inhibition, % at 30 µM; IC50 in µM for titrated hits; 0.42% of 220,000 active;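 active = primary inhibition above the hit cutoff, then over 50% inhibition at one or more dose response concentrations, cut at about 23% in these data, passing the limit was not always enough; inconclusive = conflicting primary data, or primary hits not chosen for dose response; inactive = low primary inhibition, or under 50% at every dose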;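 note: plate controls were DMSO full reaction for no effect and no enzyme background for full effect; strong numbers were not always called active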
Myeloid diff 2 – compounds promoting myeloid differentiation; 1% of 360,000 active; calls only at 10 µM; ER-HoxA9 myeloid progenitors, lysozyme-GFP differentiation, flow cytometry;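 active = normalized GFP-positive differentiation at or above the plate's own cutoff, the solvent-only control mean plus 3 SD; inconclusive = no clear call, values can overlap the other calls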;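 note: cells exposed to compound for four days before flow analysis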
Hep lipid drop – modulators of hepatic lipid droplet formation | AML12 mouse hepatocytes, oleate lipid droplets, BODIPY imaging | inhibition, % at 6.5 µM | 0.4% of 240,000 active | AID 1656;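 active = lipid droplet intensity inhibited by at least 50%, with more than 500 cells counted; inconclusive = wells with under 300 cells, treated as cytotoxic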
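Assay system: AML12 hepatocytes (mouse) / Also added: 100 µM oleic acid challenge / Times: overnight treatment with compound plus oleate / Detection: high-content imaging of BODIPY-stained droplets and DAPI nuclei / Evaluation: % inhibition of lipid droplet signal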
Hep lipid drop cells 6.5 µM – second read-out of Hep lipid drop, no call of its own (marks repeat the call); cell count; measured here: cell count, cytotoxicity flag;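 cells counted across two imaged fields per well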
Myeloid diff 2 GFP+ MAC1+ % – also measured in Myeloid diff 2; calls as there; GFP+ MAC1+ double positive, %; measured here: differentiation confirmed by MAC1 staining
* marks the source's active call; other numbers are inactive results; i = inactive; ? = inconclusive; nt = no result given. Some of the compounds tested; count on the stated rates, not on these rows.

SMILES	P. falciparum M1AAP	Myeloid diff 2	Myeloid diff 2 GFP+ MAC1+ %	Hep lipid drop	Hep lipid drop cells 6.5 µM
O=C(NC(=S)Nc1ccc2oc(=O)ccc2c1)c1ccccc1F	0.3%	i	0.1	-0.8	708
Cc1nc(-c2ccccn2)nc(SCC(=O)N2CCOCC2)c1Cl	-0.1%	i	0.7	0.7	703
CCOc1cc(/C=N/NC(=O)C(=O)NCC2CCCO2)ccc1OCC(=O)N1CCOCC1 (stereo unspecified)	9.7%	i	0.6	-4.3	644
Cc1nc(C(=O)NNC(=O)c2ccc(C(F)(F)F)cc2)cs1	10.1%	i	0.4	5.4	736
O=C(NC(=S)Nc1cc(C(F)(F)F)ccc1N1CCOCC1)c1ccco1	5.8%	i	0.2	-8.9	732
CC(=O)OCC(=O)C1(O)CCC2C3CCC4=CC(=O)C=CC4(C)C3C(O)CC21C (stereo unspecified)	-1.1%	i	0.6	-30.9	690
Cc1cc2c(c(=O)o1)C(c1ccc([N+](=O)[O-])o1)C(C#N)=C(N)O2 (stereo unspecified)	7.7%	i	0.9	0.3	753
CSc1nnc(-c2ccc(C(F)(F)F)cn2)o1	2.0%	i	0.6	-4.3	696
COc1ccc(C2CC(=O)c3cc(OC)c(OC)cc32)cc1OC (stereo unspecified)	1.9%	i	0.3	12.3	685
COc1ccc(CCN2C(=S)N(C)C(=O)C2CC(=O)Nc2ccc(F)cc2)cc1 (stereo unspecified)	12.1%	i	0.2	4.3	725
Cn1nccc1NS(=O)(=O)c1ccc(NC(=O)C(F)(F)F)cc1	-5.4%	i	0.2	-2.2	692
CCOC(=O)c1cc2c(=O)n3cccc(C)c3nc2n(CCOC)c1=NC(C)=O	12.4%	i	0.1	5.3	748
CC(C)=NOc1nc(N2CCOCC2)nc(N2CCOCC2)n1	-2.1%	i	0.4	14.2	725
CCCCOC(=O)CSc1nc2ccccc2o1	-0.3%	i	0.2	1.6	709
O=C(Nc1ccc2ccccc2n1)C1CCCCC1	1.9%	i	0.0	-0.6	691
Fc1ccccc1-c1nc(NCc2ccccc2)c2ccccc2n1	-2.4%	i	1.0	-17.3	690
O=C1CS/C(=N\NC(=O)c2ccccc2)N1	4.0%	i	0.8	9.1	767
O=C(NNC(=S)Nc1ccc(F)cc1)C1[C@H]2CCCC[C@@H]12 (stereo partly specified)	-16.1%	i	0.8	-2.4	771
Cn1cnc(S(=O)(=O)Nc2ccc3c(c2)OCCO3)c1	2.4%	i	0.2	19.1	688
COc1ccc(/C=N/Nc2ncnc3c2[nH]c2ccc(C)cc23)c(OC)c1OC	4.2%	?	nt	28.5	729
c1ccc(-n2c3ccccc3c3ccccc32)cc1	1.4%	i	0.6	5.9	723
Cc1cccc(NC(=O)C2CC(=O)n3ncnc3N2)c1 (stereo unspecified)	0.8%	i	0.1	-0.4	698
COc1ccc(CC(=O)N/N=C/C=C/c2ccc3c(c2)OCO3)cc1OC	7.9%	i	0.0	-6.5	676
O=C(Nc1ccc(F)cc1F)Nc1csc2ccccc12	0.8%	i	0.3	-6.8	732
C=CCn1c(=O)c2ccccc2n2nnc(C(=O)OCC)c12	2.7%	i	0.4	-9.7	740
CC(C)(C)C(=O)Nc1nc(NC(=O)C(C)(C)C)nc(-c2ccccc2Cl)n1	-1.9%	i	0.2	-10.9	614
Cn1cnc(S(=O)(=O)Nc2cc(-c3ccc(Cl)cc3)nn2C)c1	0.4%	i	0.6	8.5	700
FC(F)(F)c1cccc(-n2c(Cn3nnc4ccccc43)n[nH]c2=S)c1	14.1%	i	0.1	-10.9	657
O=C(N/N=C/c1c[nH]c2ccccc12)c1cccs1	10.5%	i	0.2	12.1	687
O=C(Nc1ccc(F)cc1)Nc1csc2ccccc12	-0.6%	i	0.7	-4.5	681

Pulled by structure from the entries so far, seven records:
SMILES	P. falciparum M1AAP	Myeloid diff 2	Myeloid diff 2 GFP+ MAC1+ %	Hep lipid drop	Hep lipid drop cells 6.5 µM
COc1ccc(CC(=O)N/N=C/C=C/c2ccc3c(c2)OCO3)cc1OC	7.9%	i	0.0	-6.5	676
COc1ccc(/C=N/Nc2ncnc3c2[nH]c2ccc(C)cc23)c(OC)c1OC	4.2%	?	nt	28.5	729
FC(F)(F)c1cccc(-n2c(Cn3nnc4ccccc43)n[nH]c2=S)c1	14.1%	i	0.1	-10.9	657
O=C1CS/C(=N\NC(=O)c2ccccc2)N1	4.0%	i	0.8	9.1	767
Fc1ccccc1-c1nc(NCc2ccccc2)c2ccccc2n1	-2.4%	i	1.0	-17.3	690
Cc1cccc(NC(=O)C2CC(=O)n3ncnc3N2)c1 (stereo unspecified)	0.8%	i	0.1	-0.4	698
Cn1cnc(S(=O)(=O)Nc2ccc3c(c2)OCCO3)c1	2.4%	i	0.2	19.1	688

Further structures.
SMILES	P. falciparum M1AAP	Myeloid diff 2	Myeloid diff 2 GFP+ MAC1+ %	Hep lipid drop	Hep lipid drop cells 6.5 µM
N#C/C(=C(/O)c1ccc([N+](=O)[O-])cc1)c1nc2ccccc2[nH]1	6.7%	i	0.1	3.5	777
COc1c(Br)cc([N+](=O)[O-])c(OC)c1C(=O)NC(=O)Nc1c(Cl)cccc1Cl	3.6%	i	0.2	-3.5	714
O=C(Nc1ccc(F)cc1)C1C2CCC3C(CCC21)C3(Cl)Cl (stereo unspecified)	7.6%	i	0.1	-2.5	740
O=C(CNc1ccc2ccccc2c1)N/N=C/c1ccccn1	10.4%	i	0.2	-3.5	738
CCCC(=O)NC(c1ccc(OCC)cc1)c1ccc(OC)c(OC)c1 (stereo unspecified)	6.9%	i	0.4	-6.9	712
CC(=O)c1sc(-c2ccccc2)cc1NS(=O)(=O)c1ccccc1	-0.4%	i	0.2	-3.2	726
COc1ccc(-c2ccc3c(N)c(C(=O)NC(C)C)sc3n2)cc1OC	5.0%	i	0.1	34.0	709
N=c1c2c(ncn1CCCO)Oc1ccc3ccccc3c1C2c1ccccc1 (stereo unspecified)	5.9%	i	0.4	8.1	697
Cc1ccc(S(=O)(=O)NC(=O)N(C)C2CCCCC2)cc1	-2.4%	i	0.5	6.8	718
C/C(=N\Nc1ccc(C#N)cc1[N+](=O)[O-])c1ccc(C)o1	-4.6%	i	0.5	9.4	662
CCOC(=O)c1c(CC(C)C)csc1/N=C/C1=C(O)CCCC1=O	-0.2%	i	0.8	1.4	743
O=C(Oc1c(-c2ccccc2)c(=O)n2c3c(cccc13)CC2)c1ccccc1	12.2%	i	0.6	-10.9	712
COc1ccccc1Nc1nc(NCc2ccco2)nc(N)c1[N+](=O)[O-]	8.7%	i	0.1	-1.0	677
C=CCC(Nc1ccccc1)c1cccc(OC)c1OC (stereo unspecified)	10.1%	i	0.8	2.4	741
